D1 mod: allosteric modulators of human D1 dopamine receptor. P21728. actives 5.9% (n = 58,000). B-score at 10 µM. AID 641. HEK293 D1, CRE-luciferase, dopamine EC30 potentiation; actives deviate in either direction;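 active means luminescence count or its row- and column-corrected plate score outside the 99.7% band of the plate's sample wells, on either side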
HEK293 NFkB inh: inhibitors of the PMA/ionomycin-induced NF-kB reporter in HEK293 cells | inhibition, % at 3 µM | actives 0.21% (n = 62,000) | HEK-293 NF-kB luciferase reporter, luminescence;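 active means inhibition above the mean of all tested compounds plus 3 SD, cut at about 40% in these data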;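 further: 0% = stimulated DMSO wells and 100% = 10 µM reference inhibitor 5653914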
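System: NF-kB luciferase reporter HEK-293 cells | Replication: Single test | Control set: DMSO vs reference inhibitor | Evaluation: % inhibition | Schedule: 1 h pretreatment, 16 h stimulation, 37 °C | Probe or stimulus: PMA with ionomycin | Compound dosing: One dose, 3 µM | Detection: Luciferase luminescence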
Jurkat tox 60K: reduces viability or proliferation of Jurkat cells; Jurkat E6.1 viability, ATP luminescence, 48 h; inhibition, % at 4 µM; actives 1.2% (n = 56,000);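 active means inhibition above the mean inhibition of all tested compounds plus 3 SD, cut at about 28% in these data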
S1P3 ag: activates the human S1P3 receptor. Q99500. S1P3 NFAT-BLA reporter cells, agonism, FRET ratio; relative to 1 µM S1P, basal subtracted. actives 0.1% (n = 60,000). activation, % at 4.5 µM;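 active means activation above the screen-wide mean plus 3 SD, cut at about 4.5% in these data, passing the limit was not always enough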; further: some compounds called inactive have numbers as strong as hits
Target sequence (Q99500 whole entry, looked up): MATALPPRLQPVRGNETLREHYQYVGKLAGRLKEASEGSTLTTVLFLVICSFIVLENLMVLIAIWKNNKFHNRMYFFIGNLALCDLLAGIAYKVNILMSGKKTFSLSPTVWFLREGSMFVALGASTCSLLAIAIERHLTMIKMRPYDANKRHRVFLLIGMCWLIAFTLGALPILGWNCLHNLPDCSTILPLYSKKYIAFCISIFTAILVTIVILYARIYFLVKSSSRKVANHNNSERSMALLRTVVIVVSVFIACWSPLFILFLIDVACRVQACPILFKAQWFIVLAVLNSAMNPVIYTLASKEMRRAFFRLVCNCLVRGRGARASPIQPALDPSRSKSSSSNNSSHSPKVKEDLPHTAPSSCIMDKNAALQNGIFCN
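Assay system: CHO cells stably expressing human S1P3, Gα16 and NFAT-β-lactamase reporter. Timing: overnight plating, 4 h compound 37 °C, 2 h substrate RT. Signal: β-lactamase FRET emission ratio 460/535 nm. Measure: percent activation versus median 1 µM S1P response, basal-subtracted, per plate. Repeats: primary screen single test, confirmation screen in triplicate.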
5-HT1A blocker: blocks the human serotonin 5-HT1a receptor; CHO 5-HT1a Ga15 NFAT-bla reporter, antagonist mode; inhibition, % at 10 µM; actives 0.68% (n = 62,000); AID 612;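 active means inhibition above the mean of all tested compounds plus 3 SD, cut at about 43% in these data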;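 further: receptor stimulated by 5-CT agonist at 100 nM near EC80; beta-lactamase reporter measured by ratiometric fluorescence of a cleavable substrate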
5HT1a ag: 5-HT1a (human) receptor agonism; P08908; CHO 5-HT1a Ga15 NFAT-bla reporter, FRET ratio; 0% basal, 100% maximal reference agonist; activation, % at 10 µM; actives 0.56% (n = 65,000); AID 567;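 active means activation above the screen-wide mean activation plus 3 SD, cut at about 19% in these data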;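 further: 0% = DMSO wells and 100% = 5-CT at EC100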
S1P1 ag-PAM: S1P1 (human) agonism or agonism potentiation | P21453 | S1P1 CRE-bla cells, forskolin, beta-lactamase FRET, potentiator mode; S1P1 agonist co-added at EC20, 2 nM; 100% = saturating reference agonist, 0% = basal | activation, % at 9.5 µM | actives 0.57% (n = 56,000) | AID 449;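 active means activation above a cutoff set at the mean activation of all tested compounds plus 3 SD, cut at about 54% in these data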;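 further: forskolin at 4 µM as EC80 and the EC20 agonist is SEW2871; 100% = SEW2871 at its EC100 plus forskolin at EC80; some compounds past the cut are filed as inactive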
5HT1E ag: activates the human 5-HT1E serotonin receptor; CHO 5-HT1E Ga15 NFAT-bla reporter, FRET; 0% DMSO wells, 100% control agonist wells; actives 0.69% (n = 65,000); P28566; activation, % at 6 µM;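 active means activation above a set limit, the screen-wide mean activation plus 3 SD, cut at about 8.5% in these data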;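 further: 100% = positive control agonist at 1 µM giving full maximal response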
Target sequence (P28566 whole entry, looked up): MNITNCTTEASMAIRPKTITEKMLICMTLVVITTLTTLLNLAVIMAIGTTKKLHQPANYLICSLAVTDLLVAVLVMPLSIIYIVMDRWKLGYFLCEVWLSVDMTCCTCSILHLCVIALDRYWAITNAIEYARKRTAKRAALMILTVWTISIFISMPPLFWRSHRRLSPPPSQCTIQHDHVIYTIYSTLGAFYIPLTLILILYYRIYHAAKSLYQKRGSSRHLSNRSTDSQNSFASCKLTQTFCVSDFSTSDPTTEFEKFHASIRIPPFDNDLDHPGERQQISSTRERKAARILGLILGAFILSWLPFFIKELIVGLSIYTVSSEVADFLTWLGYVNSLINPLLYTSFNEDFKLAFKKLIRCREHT
HTR1E antagonist: antagonists of human 5-HT1E serotonin receptor; P28566; CHO 5-HT1E Ga15 NFAT-bla reporter, FRET, antagonist; inhibition, % at 6 µM; actives 0.99% (n = 65,000); AID 571;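 active means inhibition above a set limit, the mean inhibition across every tested compound plus 3 SD, cut at about 29% in these data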;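 further: signal is the 460 over 535 nm emission ratio of beta-lactamase substrate; 0% = agonist plus DMSO wells and 100% = wells without agonist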
Starred values were filed as active, the others as inactive; / = no result given.

SMILES	D1 mod	HEK293 NFkB inh	Jurkat tox 60K	S1P3 ag	5-HT1A blocker	5HT1a ag	S1P1 ag-PAM	5HT1E ag	HTR1E antagonist
CCn1nc(CC(=O)Nc2ccc(-n3cnnn3)c(C)c2)c2ccccc2c1=O	0.78	6	/	/	7	-1.5	/	-0.1	7
COc1ccc(C(c2nnnn2Cc2cccs2)N2CCN(c3ccc(F)cc3)CC2)cc1OC (stereo not drawn)	-2.1	22	5	-0.7	8	1.4	-3	-0.2	2
Cn1c(-c2nonc2NC(=O)c2ccc(C(C)(C)C)cc2)nc2ccccc21	-0.14	8	2	-0.6	4	-0.7	-3	-0.5	-4
CC(C)Nc1nc(NC(C)C)nc(C(N)=O)n1	3	14	-3	0.2	-11	-1.0	-4	1.3	-5
COc1cc2[nH]c(=O)n(CCC(=O)NC3CCN(Cc4ccccc4)CC3)c(=O)c2cc1OC	-0.63	13	/	/	-7	1.8	/	-0.6	-9
O=C1CC(c2ccsc2)c2cc3c(cc2N1)OCCO3 (stereo not drawn)	5.8*	14	4	-0.9	-4	-0.4	6	0.7	-6
COC(=O)C1C(=O)C2=C(CC1C)NC(=O)CC2c1ccc(O)c(OC)c1 (stereo not drawn)	-0.35	8	4	-1.1	0	-4.5	-36	0.3	-1
Cc1cccc2cc(COC(=O)c3ccccn3)c(=O)[nH]c12	-0.76	-6	-13	0.8	6	-1.2	0	1.1	-2
COc1ccc(C2CC(C(F)(F)F)n3nc(C(=O)Nc4ccc5c(c4)OCO5)cc3N2)cc1 (stereo not drawn)	0.23	20	-2	-1.3	5	-1.2	19	0.1	-11
Cc1c(NS(C)(=O)=O)c(=O)n(-c2ccccc2)n1C	-0.75	20	-4	-0.6	20	-3.4	14	-0.8	10
CCS(=O)(=O)N1CCC(C(=O)NCCc2ccc(C)cc2)CC1	0.7	4	8	-0.3	13	-2.6	-32	0.6	-4
C=CCn1c(SCC(=O)Nc2cc(NC(C)=O)ccc2OC)nnc1-c1cccnc1	-0.32	13	-4	-0.2	-17	-0.2	-3	0.2	1
CSC1=NC(NCCCO)c2c(sc3c2CC(C)(C)OC3)N1 (stereo not drawn)	3.9*	8	5	-1.1	-18	1.2	-29	-0.3	18
COc1ccc(C2C3=C(CC(C)(C)CC3=O)Oc3ncn(Cc4ccco4)c(=N)c32)cc1 (stereo not drawn)	-0.075	16	-5	0.2	-3	1.1	-24	0.7	2
CCOC(=O)Cc1[nH]nc2c1C(c1ccoc1)C(C#N)=C(N)O2 (stereo not drawn)	-0.09	21	2	-0.3	14	-2.3	14	-0.7	0
CC1CCc2sc3c(c2C1)c1ncnn1c(=O)n3CC(=O)c1ccc(Br)cc1 (stereo not drawn)	-0.99	9	-6	0.1	14	0.1	/	-0.9	-8
CCCCN(C)C(=O)c1oc2ccc(S(=O)(=O)N3CCCCCC3)cc2c1C	-0.13	2	2	-0.7	5	-0.9	7	0.6	12
CCOC(=O)c1c(-c2ccccc2)[nH]c2ccc(O)cc12	0.5	-11	1	-1.3	6	0.7	10	-0.8	21
CC12CCC(C(=O)N(c3ccccn3)c3ccccn3)(OC1=O)C2(C)C (stereo not drawn)	-1.4	-2	-1	-0.2	-22	0.3	-4	1.0	-10
CN(Cc1ccccc1)S(=O)(=O)c1ccc2c(c1)n(C)c(=O)n2C	-0.28	10	2	-0.9	0	-3.0	12	0.3	-8
N#Cc1nc(-c2ccccc2Cl)oc1NCc1ccco1	4.7*	7	-5	-1.2	-2	-0.9	-1	-0.4	20
CCOc1ccc2c(O)csc2c1	-0.47	11	2	-1.0	-12	-1.8	6	0.1	-5
Cc1ccc2cc(CN(Cc3nnnn3Cc3ccco3)CC3CCCO3)c(=O)[nH]c2c1C (stereo not drawn)	-0.12	3	-3	0.9	-10	-2.9	1	-0.4	8
CCOC(=O)c1c(-c2cccs2)csc1NC(=O)c1ccco1	0.21	13	-5	-0.2	5	-0.6	-1	0.1	4
CCc1nnc(NC(=O)c2cccc(C(=O)Nc3nnc(CC)s3)n2)s1	-0.72	12	20	-0.5	-3	-3.8	10	-1.3	7
O=S(=O)(c1ccccc1Cl)N1CCCC(c2nc(-c3cccnc3)no2)C1 (stereo not drawn)	-0.75	14	-2	-0.3	-12	0.6	3	0.8	3
CN1CCN(S(=O)(=O)c2ccc(N3CCN(S(=O)(=O)/C=C/c4ccccc4)CC3)nc2)CC1	-2.4	24	-2	0.6	4	-1.9	-11	2.0	1
COc1ccccc1N1C(=O)C2C3C=CC(C3)C2C1=O (stereo not drawn)	-0.19	18	1	-0.4	-4	-3.2	-6	-1.3	3
N#Cc1nc(-c2ccccc2Cl)oc1N1CCOCC1	4.8*	11	10	-1.1	10	-0.5	-36	-0.9	11
CCCCS(=O)(=O)Nc1ccc2c(c1)ncn2C1CCCCC1	-0.32	20	7	-1.1	8	-0.7	/	-1.7	-3
C/C(Cl)=C\Cn1c(Nc2cccc(C)c2)nc2c1c(=O)n(C)c(=O)n2C	13*	10	-1	-0.7	6	-2.7	-11	0.5	6
COc1cc(C#N)ccc1OCC(=O)c1ccc2c(c1)OCCO2	-0.79	10	-6	-1.1	5	-0.3	13	-0.1	12
CC1CCCCC1NS(=O)(=O)c1ccc(S(=O)(=O)N2CCCC2)cc1 (stereo not drawn)	0.99	9	10	-1.8	13	-2.4	15	-1.0	11
COc1ccccc1OCC(O)CN1C(=O)NC(C)(C)C1=O (stereo not drawn)	/	1	1	0.4	8	-2.0	-11	1.3	-4
CCCS(=O)(=O)N1CCN(c2ccccn2)CC1	-0.56	16	-5	0.0	-3	-3.1	/	0.0	-3
CN1CCN(C(=O)c2ccccc2-c2nc(-c3ccc(Cl)cc3)no2)CC1	-0.31	11	3	-1.4	0	-1.6	-5	-1.1	-4
COCCNC(=O)C(c1ccc(F)cc1)N(CC1CCCO1)C(=O)CCC(=O)Nc1ccccn1 (stereo not drawn)	0.46	3	-7	-0.5	0	0.1	-4	-0.7	-2
CC1(C)Cc2ccccc2-c2nc3ccccc3c(=O)n21	0.4	19	-5	-2.8	-7	2.6	-8	-0.3	-4
CCC1Cc2c(nc3c4c(nc(N5CCOCC5)c(C#N)c24)NC(C)=N3)O1 (stereo not drawn)	4.2*	26	-6	2.0	-8	-3.5	-61	-0.4	2
Cc1cccc(OCCCC(=O)O)c1	-1.4	17	0	-1.0	2	-4.8	-2	-0.4	-5
CCc1nn2c(N3CCOCC3)cc(C)nc2c1-c1ccc(F)cc1	1.3	-13	1	-1.2	3	-2.1	-22	1.4	17
Cc1cc(C)cc(N(CC(=O)NC2CCC(C)CC2)S(=O)(=O)c2c(C)noc2C)c1 (stereo not drawn)	-0.051	-15	-4	-0.2	7	-3.1	-2	0.3	2
COc1cccc(-c2nn(C)c3sc(C(=O)N4CCN(c5ccccn5)CC4)cc23)c1	-0.3	-5	31	-0.9	16	-1.3	-14	0.3	14
CCCOc1ccc(C2C(C(=O)OC)=CN(CCOC)C=C2C(=O)OC)cc1	-1.3	0	-2	0.8	1	17	-38	4.7	-6

A different layout for 4 compounds above.
Structure: CCC1Cc2c(nc3c4c(nc(N5CCOCC5)c(C#N)c24)NC(C)=N3)O1 (stereo not drawn)
- D1 mod = 4.2*
- HEK293 NFkB inh = 26
- Jurkat tox 60K = -6
- S1P3 ag = 2.0
- 5-HT1A blocker = -8
- 5HT1a ag = -3.5
- S1P1 ag-PAM = -61
- 5HT1E ag = -0.4
- HTR1E antagonist = 2
Structure: Cc1cccc(OCCCC(=O)O)c1
- D1 mod = -1.4
- HEK293 NFkB inh = 17
- Jurkat tox 60K = 0
- S1P3 ag = -1.0
- 5-HT1A blocker = 2
- 5HT1a ag = -4.8
- S1P1 ag-PAM = -2
- 5HT1E ag = -0.4
- HTR1E antagonist = -5
Structure: CCc1nn2c(N3CCOCC3)cc(C)nc2c1-c1ccc(F)cc1
- D1 mod = 1.3
- HEK293 NFkB inh = -13
- Jurkat tox 60K = 1
- S1P3 ag = -1.2
- 5-HT1A blocker = 3
- 5HT1a ag = -2.1
- S1P1 ag-PAM = -22
- 5HT1E ag = 1.4
- HTR1E antagonist = 17
Structure: Cc1cc(C)cc(N(CC(=O)NC2CCC(C)CC2)S(=O)(=O)c2c(C)noc2C)c1 (stereo not drawn)
- D1 mod = -0.051
- HEK293 NFkB inh = -15
- Jurkat tox 60K = -4
- S1P3 ag = -0.2
- 5-HT1A blocker = 7
- 5HT1a ag = -3.1
- S1P1 ag-PAM = -2
- 5HT1E ag = 0.3
- HTR1E antagonist = 2

Compound activity (PubChem BioAssay)
